STK33 kin inh – inhibitors of human STK33 kinase; Q9BYT3; ADP-Glo luminescence, MBP substrate; inhibition, % at 12.5 µM; 27,000 compounds, 0.44% hits; AID 2322; in the data active = inhibition above about 20%; inconclusive = no clear call, values can overlap the other calls
Target sequence (Q9BYT3 whole entry, looked up): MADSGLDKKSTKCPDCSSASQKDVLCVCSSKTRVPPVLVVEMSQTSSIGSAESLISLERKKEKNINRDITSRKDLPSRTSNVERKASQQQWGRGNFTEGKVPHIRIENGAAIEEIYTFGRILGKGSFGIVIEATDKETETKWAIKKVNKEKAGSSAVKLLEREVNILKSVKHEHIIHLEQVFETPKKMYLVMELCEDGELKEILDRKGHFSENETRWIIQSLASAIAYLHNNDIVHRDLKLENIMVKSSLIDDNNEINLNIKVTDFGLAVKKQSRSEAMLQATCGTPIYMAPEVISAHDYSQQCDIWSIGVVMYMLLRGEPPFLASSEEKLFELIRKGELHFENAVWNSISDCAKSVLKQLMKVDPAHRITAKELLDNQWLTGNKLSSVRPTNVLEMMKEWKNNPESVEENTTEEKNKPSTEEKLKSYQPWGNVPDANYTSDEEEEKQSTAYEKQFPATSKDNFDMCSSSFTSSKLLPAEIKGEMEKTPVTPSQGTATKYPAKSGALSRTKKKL
mut p53 react – re-activators of the mutant p53 pathway | 28,000 compounds, 1.5% hits | AID 624151 | SW480 PUMA-promoter luciferase, p53 mutant reactivation | activation, % at 9.98 µM; in the data active = activation above about 52%; inconclusive = no clear call, values can overlap the other calls
* hit, by the source's call; ? = inconclusive; / = no result given. Not all compounds are listed; rates above refer to the full screens.

SMILES	STK33 kin inh	mut p53 react
Cc1cc(Cn2ccc(C(F)(F)F)n2)c(C)c(-c2c(C#N)c(N)nc3c2CCCC3)c1	0	0
O=C(O)c1cccc(S(=O)(=O)NCC2CCCO2)c1 (configuration not stated)	1	-2
COc1ccc(NC(=O)Nc2ccc3c(c2)CC(=O)N([C@H](C)CO)C[C@H](C)[C@H](CN(C)S(=O)(=O)c2cccs2)O3)cc1	2	/
O=C(O)c1cc2ncc(CCO)cn2n1	-6	5
COc1ccc([Si](C)(C)[C@H]2[C@H](CCn3cc([C@H](O)c4ccccc4)nn3)O[C@@]3(C(=O)N(C)c4c(Br)cc(C)cc43)[C@@H]2C)cc1	1	/
COC(=O)c1sc(NC(=S)Nc2c(C)nn(Cc3c(F)c(F)c(F)c(F)c3F)c2C)c(C(=O)OC)c1C	-4	7
Cc1cccc(NC(=O)c2cc(NC(=O)CCC(=O)O)ccc2N2CCOCC2)c1	1	-12
CCn1c(SCC(=O)Nc2cc(Cl)ccc2Cl)nnc1-c1ccc(Cl)cc1	-17	-8
CCc1nc(CNC(=O)c2cc(OC)c(OC)c(OC)c2)no1	-3	-8
C[C@@H]1CN([C@@H](C)CO)C(=O)CCCn2nncc2CO[C@H]1CN(C)S(=O)(=O)c1ccccc1F	2	/
Cn1c(SCC(=O)Nc2ccccc2)nc2sc3c(c2c1=O)CCC3	-3	3
CCOc1ccc(NC(=O)Cn2cc([N+](=O)[O-])cn2)cc1	2	5
C[C@H]1CN([C@@H](C)CO)C(=O)Cc2cc(NC(=O)Nc3cccc4ccccc34)ccc2O[C@@H]1CN(C)S(=O)(=O)c1ccc(Cl)cc1	5	/
CCOC(=O)c1sc(NC(=O)CSc2nc(C)cc(C(F)(F)F)n2)c(C#N)c1C	-8	4
COc1ccc(OC)c(S(=O)(=O)N(C)CC(=O)N2CCCC2)c1	-2	-7
COc1ccccc1NC(=O)c1cnc(Nc2nc3ccccc3s2)nc1C	0	?
O=S(=O)(Nc1ncccn1)c1ccc(NS(=O)(=O)c2cc(Cl)ccc2Cl)cc1	-2	-11
CC1=CCC(C(C)(C)O[C@@H]2O[C@H](COC(=O)c3cc(O)c(O)c(O)c3)[C@@H](O)[C@H](O)[C@H]2O)CC1 (some centres not stated)	-1	1
Cc1ccc(-c2nn(CC(=O)Nc3ccc(C)cc3C)c(=O)c3ccccc23)cc1	0	-42
O=[N+]([O-])c1cccc(S(=O)(=O)NCCOc2cccc(Cl)c2Cl)c1	-1	-15
C[C@H]1CN([C@@H](C)CO)C(=O)Cc2cc(NC(=O)Nc3ccc4c(c3)OCO4)ccc2O[C@H]1CN(C)Cc1ccc(Cl)c(Cl)c1	5	/
C[C@H]1CCCCO[C@@H](CN(C)S(=O)(=O)c2ccccc2)[C@@H](C)CN([C@@H](C)CO)C(=O)c2cc(NS(=O)(=O)c3ccccc3)ccc2O1	/	-21
COc1ccc(NC(=O)C(C)Oc2ccccc2C)c([N+](=O)[O-])c1 (configuration not stated)	-2	21
CCOC(=O)c1c(NC(=S)NCc2ccco2)sc2c1CCCCCC2	-1	7
Cc1cnc(SCc2cnc(C)nc2N)nc1	-1	-6
C[C@@H]1CN([C@@H](C)CO)C(=O)c2cccc(NS(C)(=O)=O)c2O[C@H]1CN(C)C(=O)Nc1ccc(F)cc1	/	-1
Cc1ccc(OCC(=O)Nc2ccccc2N2CCOCC2)cc1	2	-4
Cc1cc(Cl)cc(Br)c1OCCCNCC(C)O (configuration not stated)	4	0
CC(=O)Nc1ccccc1NC(=O)COc1ccc(Cl)c(C)c1	-3	6
N#C/C(=C\c1ccc(O)c(O)c1)C(=O)c1ccc(O)c(O)c1	31*	7
COc1cc(O)c2c(=O)c(OC3OC(CO[C@@H]4O[C@@H](C)[C@H](O)[C@@H](O[C@@H]5O[C@@H](C)[C@H](O)[C@@H](O)[C@H]5O)[C@H]4O)C(O)C(O)C3O)c(-c3ccc(O)cc3)oc2c1 (some centres not stated)	0	14
Cc1ccc(NC(=O)CSc2nncn2C)c(C)c1	3	5
COc1cc(NC(=O)C(C)Oc2ccc(Cl)cc2C)c(C(=O)O)cc1OC (configuration not stated)	5	16
C[C@@H]1CN([C@H](C)CO)C(=O)c2cc(NC(=O)NC3CCCCC3)ccc2O[C@@H]1CN(C)C(=O)Nc1ccc2c(c1)OCO2	/	5
O=C(C[C@H]1C[C@@H]2c3cc(NS(=O)(=O)c4ccc(F)cc4)ccc3O[C@@H]2[C@@H](CO)O1)NCCc1ccccc1	/	3
Cn1nnc2cc(NC(=O)NCc3ccco3)ccc21	0	18
CCCc1ccc(-c2cc(C(=O)NCc3cccnc3)c3ccccc3n2)cc1	0	106*
C[C@@H]1CN([C@H](C)CO)C(=O)Cc2cc(NC(=O)C3CCCCC3)ccc2O[C@@H]1CN(C)Cc1ccc(C(=O)O)cc1	1	/
C[C@H](CO)N1C[C@H](C)[C@@H](CN(C)C(=O)Nc2ccc(C(F)(F)F)cc2)Oc2c(NC(=O)c3ccncc3)cccc2C1=O	/	-4
Nc1nnc(SCc2cccnc2)s1	-1	-4
C[C@@H]1CN([C@H](C)CO)C(=O)c2cccc(NC(=O)C3CCOCC3)c2O[C@H]1CN(C)C(=O)Nc1ccccc1	/	4
C[C@@H]1CN([C@@H](C)CO)C(=O)c2cc(NS(=O)(=O)c3ccc(F)cc3)ccc2O[C@@H]1CN(C)C(=O)Nc1ccccc1	1	1
Cc1ccc(Oc2ncccc2C(=O)NCC(=O)O)cc1	/	-14
CCSc1nc2ccccc2n1C(CC(=O)O)C(=O)O (configuration not stated)	6	2
CCOC(=O)N(C)C[C@@H]1OCc2cn(nn2)CCCC(=O)N([C@@H](C)CO)C[C@H]1C	1	/
COc1ccccc1NC(=S)NCc1ccc(S(N)(=O)=O)cc1	0	-3
C[C@@H]1CCCCO[C@@H](CN(C)Cc2ccc(C(=O)O)cc2)[C@@H](C)CN([C@H](C)CO)C(=O)c2cc(NS(=O)(=O)c3ccc(F)cc3)ccc2O1	-1	/
COc1ccc(S(=O)(=O)N(C)C[C@@H]2Oc3ccc(NC(=O)Cc4ccccc4)cc3CC(=O)N([C@@H](C)CO)C[C@@H]2C)cc1	4	4
C[C@@H]1CCCCO[C@H](CN(C)C(=O)Nc2ccccc2)[C@H](C)CN([C@H](C)CO)C(=O)c2cc(NC(=O)C3CCCCC3)ccc2O1	/	-10
C=CCNC(=O)[C@@H]1[C@H]2C(=O)O[C@H](c3ccccc3)[C@H](c3ccccc3)N2[C@H](c2ccc(OCCO)cc2)[C@@]12C(=O)N(C(=O)OCCOC)c1ccc(C#CCC(C(=O)OC)C(=O)OC)cc12	5	/
C[C@H]1CN([C@@H](C)CO)C(=O)c2cc(NC(=O)CCN3CCOCC3)ccc2O[C@@H]1CN(C)Cc1ccccc1	-1	/
COc1ccc(S(=O)(=O)N(C)C[C@@H]2OCCCC[C@@H](C)Oc3ccc(NC(=O)CCC(F)(F)F)cc3C(=O)N([C@H](C)CO)C[C@@H]2C)cc1	-4	/
CN1CCCC(CC2c3ccccc3Sc3ccccc32)C1 (configuration not stated)	-6	-1
COc1ccc(C(c2cn(C)c3ccccc23)c2cn(C)c3ccccc23)c(OC)c1OC	-2	-7
COc1ccc(C)cc1S(=O)(=O)N(C)CC(=O)Nc1ccccc1C(F)(F)F	-2	-10
COc1ccc(CN2CCN(C(=O)c3cc(-c4cccnc4)nc4ccc(Cl)cc34)CC2)c(OC)c1OC	0	4
Cc1noc(C)c1S(=O)(=O)Nc1cccc2c1O[C@H](CN(C)C(=O)Nc1ccc(C(F)(F)F)cc1)[C@H](C)CN([C@@H](C)CO)C2=O	/	-2
c1ccc2sc(N3CCN(Cc4ccc5c(c4)OCO5)CC3)nc2c1	-1	/
Cc1ccc(Cn2nc(C)cc2C(=O)Sc2ccccc2)cc1	1	/
C[C@@H]1CCCCO[C@@H](CN(C)CC2CC2)[C@@H](C)CN([C@H](C)CO)C(=O)c2cc(NC(=O)c3ccncc3)ccc2O1	0	/

Single records, as listed above:
Entry for C[C@H]1CN([C@@H](C)CO)C(=O)c2cc(NC(=O)CCN3CCOCC3)ccc2O[C@@H]1CN(C)Cc1ccccc1 → STK33 kin inh: -1; mut p53 react: /
Entry for COc1ccccc1NC(=S)NCc1ccc(S(N)(=O)=O)cc1 → STK33 kin inh: 0; mut p53 react: -3

Next structures:
SMILES	STK33 kin inh	mut p53 react
COc1ccc(CCc2cc(OC)cc(=O)o2)cc1	-1	14
COCCOC(=O)N1C(=O)[C@@]2(c3cc(C#CCC(C(=O)OC)C(=O)OC)ccc31)[C@H](c1ccc(OCCO)cc1)N1[C@H](c3ccccc3)[C@H](c3ccccc3)OC(=O)[C@H]1[C@@H]2C(=O)N1CCN(c2ncccn2)CC1	5	/
COc1ccc(NC(=O)CN2CCN(S(=O)(=O)c3ccc(F)cc3)CC2)cc1	-3	2
C[C@@H]1CCCCO[C@H](CN(C)C(=O)c2ccccc2)[C@@H](C)CN([C@H](C)CO)C(=O)c2cc(NC(=O)Nc3ccc(C(F)(F)F)cc3)ccc2O1	3	/
C[C@@H]1CN([C@H](C)CO)C(=O)Cc2cc(NC(=O)Nc3cccc4ccccc34)ccc2O[C@H]1CN(C)S(=O)(=O)c1cccs1	3	/
Nc1cc(=O)[nH]c(SCC(=O)Nc2ccccc2)n1	0	3
CNC[C@@H]1Oc2ccc(NS(=O)(=O)c3c(C)noc3C)cc2CC(=O)N([C@H](C)CO)C[C@H]1C	-2	/
C[C@H]1CN([C@@H](C)CO)C(=O)Cc2cc(NC(=O)C3CCCCC3)ccc2O[C@H]1CN(C)Cc1ccccc1	-11	/
C[C@@H]1CN([C@@H](C)CO)C(=O)c2cc(NC(=O)C3CCCCC3)ccc2O[C@@H](C)CCCCO[C@H]1CN(C)C(=O)Nc1ccccc1	/	4
COc1ccc(CN(C)C[C@H]2Oc3c(NC(=O)Nc4c(C)noc4C)cccc3C(=O)N([C@@H](C)CO)C[C@H]2C)cc1	/	-5
COc1ccc(S(=O)(=O)N(C)C[C@H]2Oc3ccc(NC(=O)NC(C)C)cc3C(=O)N([C@@H](C)CO)C[C@@H]2C)cc1	-1	/
Cc1noc(C)c1S(=O)(=O)Nc1cccc2c1O[C@@H](CN(C)Cc1ccccc1)[C@@H](C)CN([C@@H](C)CO)C2=O	/	-4
C[C@@H]1CCCCO[C@H](CN(C)C(=O)CCC(F)(F)F)[C@@H](C)CN([C@@H](C)CO)C(=O)c2cc(NC(=O)c3ccncc3)ccc2O1	/	0
COc1ccc(CN(C)C[C@H]2Oc3c(NC(=O)c4ccc(-c5nccs5)cc4)cccc3C(=O)N([C@@H](C)CO)C[C@@H]2C)cc1	/	-6
COc1ccc(N2C(=O)CC(SCC(=O)Nc3c(C)cccc3C)C2=O)cc1 (configuration not stated)	-2	-3
Cn1cc(C(c2ccc([N+](=O)[O-])o2)c2cn(C)c3ccccc23)c2ccccc21	3	-24
C[C@H]1CN([C@@H](C)CO)C(=O)c2cc(NC(=O)C3CCCCC3)ccc2O[C@@H]1CN(C)Cc1ccc(Oc2ccccc2)cc1	-1	/
CCN(CC)CCNc1ncnc(N)c1[N+](=O)[O-]	0	-1
COc1ccc(NC(=O)Nc2ccc3c(c2)CC(=O)N([C@@H](C)CO)C[C@@H](C)[C@@H](CN(C)Cc2ccc4c(c2)OCO4)O3)cc1	-3	/
CCN(CC)CCCCCCCCOC(=O)c1cc(OC)c(OC)c(OC)c1	-6	/
CNC[C@@H]1OCCCC[C@@H](C)Oc2ccc(NS(=O)(=O)c3c(C)noc3C)cc2C(=O)N([C@@H](C)CO)C[C@H]1C	/	3
C[C@H]1CN([C@@H](C)CO)C(=O)c2cc(NC(=O)Nc3ccc(C(F)(F)F)cc3)ccc2O[C@H]1CN(C)Cc1ccc2c(c1)OCO2	1	/
C[C@@H]1CCCCO[C@H](CN(C)C(=O)NC2CCCCC2)[C@@H](C)CN([C@H](C)CO)C(=O)c2cc(NS(=O)(=O)c3cccs3)ccc2O1	-1	/
C[C@H]1CN([C@@H](C)CO)C(=O)c2cc(C3=CCCC3)cnc2O[C@H]1CN(C)C(=O)CN1CCOCC1	/	11
C[C@H]1CN([C@@H](C)CO)C(=O)c2cc(C#CC(C)(C)O)cnc2O[C@H]1CN(C)C(=O)C1CCOCC1	/	10
Nc1cccc(-c2nnc(SCC(=O)Nc3cccc(Cl)c3)n2-c2ccccc2)c1	8	2

Entries above with a Cl atom, in the order listed:
SMILES	STK33 kin inh	mut p53 react
CCn1c(SCC(=O)Nc2cc(Cl)ccc2Cl)nnc1-c1ccc(Cl)cc1	-17	-8
C[C@H]1CN([C@@H](C)CO)C(=O)Cc2cc(NC(=O)Nc3cccc4ccccc34)ccc2O[C@@H]1CN(C)S(=O)(=O)c1ccc(Cl)cc1	5	/
O=S(=O)(Nc1ncccn1)c1ccc(NS(=O)(=O)c2cc(Cl)ccc2Cl)cc1	-2	-11
O=[N+]([O-])c1cccc(S(=O)(=O)NCCOc2cccc(Cl)c2Cl)c1	-1	-15
C[C@H]1CN([C@@H](C)CO)C(=O)Cc2cc(NC(=O)Nc3ccc4c(c3)OCO4)ccc2O[C@H]1CN(C)Cc1ccc(Cl)c(Cl)c1	5	/
Cc1cc(Cl)cc(Br)c1OCCCNCC(C)O (configuration not stated)	4	0
CC(=O)Nc1ccccc1NC(=O)COc1ccc(Cl)c(C)c1	-3	6
COc1cc(NC(=O)C(C)Oc2ccc(Cl)cc2C)c(C(=O)O)cc1OC (configuration not stated)	5	16
COc1ccc(CN2CCN(C(=O)c3cc(-c4cccnc4)nc4ccc(Cl)cc34)CC2)c(OC)c1OC	0	4
Nc1cccc(-c2nnc(SCC(=O)Nc3cccc(Cl)c3)n2-c2ccccc2)c1	8	2

Source: PubChem BioAssay
